# PKA-R1A activ = activates the PKA-R1A holoenzyme complex; hit rate 0.083% among 340,000; activation, % at 11.4 µM; AID 504707; P00514+P68181; PKA-R1A dissociation, Cy5-IP20 fluorescence polarization; scaled: DMSO 0%, 113 µM cGMP 100%;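 active = percent activation above the mean of all tested compounds plus 3 SD, cut at about 19% in these data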;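 note: higher means more PKAc released from R1A so a rise in polarization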
# MOR-DOR inv ag = inverse agonists of human mu-delta opioid receptor heterodimerization | hit rate 0.21% among 340,000 | inhibition, % at 9.3 µM | cell-based MOR-DOR heterodimer luminescence, inverse agonism; in the data active = inhibition above about 22%, passing the limit was not always enough;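 note: 0% = cells with DMSO and 100% = wells without cells with DMSO; values of inactives mirror those of a sister screen read the other way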
# Mot1-301 SUMO = SUMOylation pathway inhibition by Mot1-301 growth rescue | growth rescue, % at 18.8 µM | S. cerevisiae Mot1-301 growth rescue, ATP luminescence, 38.5C; percent above DMSO median, 100 means doubled | hit rate 1% among 320,000 | AID 2716;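 active = every valid replicate shows activation above 250% relative to neutral control wells; inactive = the rest, any valid replicate at or below 250%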;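 note: OY570 slx delta 5 strain wells were the positive control but not used for scaling; some compounds called inactive have numbers as strong as hits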
# HTR5A ag ctr = counter-screen for OPRM1-OPRD1 agonists: human HTR5A agonism. hit rate 0.61% among 340,000. activation, % at 9.3 µM. HTR5A agonist assay, luminescence, cell-based. P47898; in the data active = activation mostly above about 9.5%, no sharp cut-off; inactive = mostly below about 7.6%;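 note: 0% = cells with vehicle only and 100% = reference agonist; strong numbers were not always called active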
# Target sequence (P47898 whole entry, looked up): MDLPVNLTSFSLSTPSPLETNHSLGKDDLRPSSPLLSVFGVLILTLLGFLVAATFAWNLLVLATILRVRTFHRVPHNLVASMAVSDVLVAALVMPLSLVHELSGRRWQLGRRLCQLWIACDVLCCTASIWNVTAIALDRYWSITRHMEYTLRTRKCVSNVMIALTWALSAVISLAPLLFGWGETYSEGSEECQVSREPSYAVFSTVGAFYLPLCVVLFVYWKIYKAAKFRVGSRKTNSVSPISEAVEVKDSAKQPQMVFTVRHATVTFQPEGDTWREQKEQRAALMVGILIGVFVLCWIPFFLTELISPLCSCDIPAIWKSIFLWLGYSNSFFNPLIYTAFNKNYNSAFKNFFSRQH
# AddAB inh = less growth of phage-infected E. coli with AddAB. E. coli expressing H. pylori AddAB, absorbance growth. inhibition, % at 11.9 µM. hit rate 0.29% among 330,000; in the data active = inhibition above about 12%;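 note: 0% = vehicle wells of infected cells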
# MOR-DOR ag = agonists of human mu-delta opioid receptor heterodimerization; P35372+P41143; cells, OPRM1-OPRD1 heterodimerization, luminescence; activation, % at 9.3 µM; hit rate 0.3% among 340,000; AID 504326; in the data active = activation above about 18%;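 note: 0% = vehicle-treated cells and 100% = reference agonist; values of inactives mirror those of a sister screen read the other way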
# phage Ecoli inh = E. coli growth loss with phage present; growth absorbance; hit rate 0.26% among 360,000; inhibition, % at 11.9 µM; in the data active = inhibition above about 11%
# E coli growth = bacterial growth inhibition, counter-screen for AddAB inhibitors; inhibition, % at 11.9 µM; E. coli V3065 growth, OD600 absorbance, 18 h; hit rate 0.27% among 330,000;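 active = inhibition above the campaign's mean inhibition across all tested compounds plus 3 SD, cut at about 9.9% in these data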;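 note: uninfected addAB+ strain grown without phage in ampicillin broth; 0% = DMSO wells and 100% = ciprofloxacin 0.95 µg/ml wells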
# DSG3 Ab inh = inhibitors of pemphigus antibody binding to human desmoglein-3; P32926; DSG3-coupled beads, scFv-anti-DSG3-GFP binding, flow cytometry; active compounds read low; binding (percent of control), % at 10 µM; hit rate 0.48% among 310,000; AID 588358;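 active = binding more than 3 SD below its plate's average and above zero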;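 note: hits lower antibody fragment binding to DSG3; some compounds called inactive have numbers as strong as hits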
# PfHsp90 yeast 2 = growth inhibition of yeast expressing Plasmodium Hsp90; S. cerevisiae expressing PfHsp90, BacTiter-Glo ATP, 48 h; yeast lacking PDR1 and PDR3 efflux regulators; hit rate 0.32% among 310,000; inhibition, % at 9.4 µM;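 active = every replicate shows inhibition above about 80%, whatever the replicate mean, limit read from the data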;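 note: 0% = DMSO neutral controls and 100% = 20 µM radicicol positive controls; yeast relying on Plasmodium falciparum Hsp90 in place of its own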
# HTR5A inv ctr = counter-screen for OPRM1-OPRD1 inverse agonists: human HTR5A inverse agonism | hit rate 0.083% among 340,000 | P47898 | HTR5A cell line, luminescence | inhibition, % at 9.3 µM; in the data active = inhibition mostly above about 23%, no sharp cut-off; inactive = mostly below about 18%;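 note: 0% = cells with DMSO and 100% = no-cell wells with DMSO; some compounds called inactive have numbers as strong as hits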
# An asterisk follows results filed as active; / = no result given. Hits appear at their usual frequency; about 3.2% have a hit in one of these screens.
SMILES,PKA-R1A activ,MOR-DOR inv ag,Mot1-301 SUMO,HTR5A ag ctr,AddAB inh,MOR-DOR ag,phage Ecoli inh,E coli growth,DSG3 Ab inh,PfHsp90 yeast 2,HTR5A inv ctr
COC(=O)C1(NC(=O)CNC(=O)OCc2ccccc2)CCCC1,18,8,/,2,/,-1.5,0.6,/,93,2,-9
O=[N+]([O-])c1ccccc1Sc1nccn1Cc1ccccc1,-2,6,26,-1,3.1,-1.1,2.3,-2.5,113,2,-9
Cc1cc(C(=O)OCC(=O)NC2CCS(=O)(=O)C2)c2ccccc2n1 (stereo unspecified),0,7,-4,5,2.6,-1.4,2.9,-4.0,96,-54,-12
COc1ccc(C2=NC(=O)NC2c2ccc(OC)cc2)cc1 (stereo unspecified),-8,10,11,-1,4.9,-2.0,4.2,2.1,97,1,4
COc1ccc(Br)cc1/C=C/C(=O)NC(=S)Nc1ccc(CN2CCOCC2)cc1,0,13,-10,1,1.3,-2.5,1.2,-1.7,100,14,-15
CCOc1ccc(C(C)NC(=O)Cc2ccccc2F)cc1OCC (stereo unspecified),6,14,-19,2,0.3,-2.8,3.0,0.0,111,/,28
COc1cccc(Oc2ccc(OC)cc2C(=O)O)c1,4,13,4,-2,0.4,-2.6,-0.2,0.7,/,-25,4
CCOC(=O)c1sc(NC(=O)CNCc2ccccn2)c(C(=O)OCC)c1C,4,18,462,0,-6.0,-3.4,-3.6,-8.0,96,-17,-11
CCN1C(=O)c2cccc3c(NC(=O)c4ccc(S(=O)(=O)N5CCOCC5)cc4)ccc1c23,3,-6,-6,-1,1.8,1.3,1.6,-1.4,105,-36,5
COC(=O)c1cc2c(s1)-c1cc(F)ccc1OC2,-8,-4,-14,0,1.5,0.7,1.8,-1.3,/,0,-1
COC(OC)C1(C)C(C#N)=C(N)Oc2c1c(=O)oc1ccccc21 (stereo unspecified),-3,6,7,8,-3.9,-1.3,1.4,-3.8,102,11,-30
CCC(C)c1ccc2oc(-c3ccc(NC(=O)c4ncn[nH]4)cc3)nc2c1 (stereo unspecified),-4,1,13,0,0.9,-0.2,2.4,-1.7,103,-27,-11
Cc1cc(Cl)ccc1NC(=S)N1CCN(C(=O)C2CCCO2)CC1 (stereo unspecified),1,14,-18,1,3.5,-2.9,4.6,-0.8,76,-20,-2
Cc1cc(=O)[nH]c2ccc(S(=O)(=O)NC3CCCCC3)cc12,2,-1,-13,4,1.0,0.1,1.6,2.3,102,14,1
Cc1cccc(OCC(=O)Nc2cc(NC(=O)COc3cccc(C)c3C)cc(C(=O)O)c2)c1C,0,6,134,1,2.3,-1.1,0.9,-0.6,111,-26,-5
Cc1cccc(NC(=O)NNC(=O)c2cc3occc3[nH]2)c1C,-8,7,148,1,3.6,-1.4,-0.4,1.4,/,-1,-5
Cc1ccc(S(=O)(=O)CCC(=O)OCc2nnc(-c3ccc([N+](=O)[O-])cc3)o2)cc1,0,8,/,5,/,-1.6,-0.7,/,100,7,-2
C=CCNc1nc(N2CCOCC2)c(C#N)c2c1CN(C)CC2,-11,-5,12,-1,0.8,0.9,1.6,-1.7,98,/,-26
O=C(CN1CCCCCC1)Nc1ccc(F)c(F)c1,7,6,-11,0,-1.3,-1.0,2.7,-0.2,103,17,-18
O=C(Nc1ccccc1C(=O)NCCCN1CCOCC1)c1cccc([N+](=O)[O-])c1,3,14,1,2,0.9,-2.8,3.0,2.7,109,14,-4
COc1ccccc1CNC(=O)CCc1c(C)nc2cc(-c3ccccc3OC)nn2c1C,-3,3,2,8,-2.6,-0.5,0.7,0.8,107,16,14
CCOC(=O)c1c(C)[nH]c(C(=O)NNC(=O)c2ccc(C(C)(C)C)cc2)c1C,-1,-4,2,6,5.0,0.8,3.0,1.5,103,3,-2
COc1ccc(N=Cc2ccc(CNS(=O)(=O)c3ccc(Cl)cc3)o2)cc1,1,11,0,4,2.3,-1.8,0.3,3.1,107,-6,-13
COC(=O)c1ccccc1N=Nc1c(C)n[nH]c1C,-3,2,40,8,-1.1,-0.3,3.5,-1.2,/,9,5
O=C(NC1CCN(S(=O)(=O)c2ccc(F)cc2)CC1)c1ccco1,5,1,-10,8,1.3,-0.2,-2.5,-1.0,118,-13,-23
CCN(C(=O)CSc1ccc2ccccc2c1)C1CCS(=O)(=O)C1 (stereo unspecified),-1,6,-2,5,-0.3,-1.2,3.0,1.5,102,-1,3
Nc1c(-c2ccccc2)cnc2ncnn12,-1,15,1,2,-0.8,-3.5,1.2,-1.4,101,36,-6
CN(C)CCN(C)Cc1ccccc1Sc1cccc2ccccc12,-11,-8,-9,4,-4.5,1.4,2.5,-5.0,121,-4,-9
O=C(CCN1CCOCC1)NCc1ccccc1,4,15,-12,1,1.0,-3.1,1.6,-0.1,102,15,-3
O=C(c1cccc(S(=O)(=O)NCc2ccccc2)c1)N1CCN(c2ccc(F)cc2)CC1,-2,1,40,-1,-0.1,-0.3,3.3,-1.9,106,-7,-6
CCc1nnc(NS(=O)(=O)c2ccc(N/C=C\C(=O)c3ccc(F)cc3)cc2)s1,-4,-7,-1,10,8.5,1.3,8.2,8.1,98,-15,-27
CC(=O)COc1cccc2ccc(/C=C/c3ccc(Br)s3)nc12,-5,3,-3,-2,1.0,-0.5,0.2,-1.2,115,5,-21
COc1ccc(Nc2oc(-c3ccc(F)cc3)nc2C#N)cc1,/,/,6,/,1.1,/,3.0,-2.0,96,/,/
COc1ccc(CCC(=O)Nc2ccc(OC)c(S(=O)(=O)N3CCCCC3)c2)cc1,-15,12,-7,-1,1.4,-3.0,2.1,-1.6,101,/,1
CC(/C=C/c1ccccc1)=N\NC(=O)c1cc(C)[nH]n1,3,26,-2,-2,0.8,-5.5,4.2,0.4,109,-21,3
O=C(NNC(=O)c1ccc2c(=O)n3c(nc2c1)CCC3)c1ccc(F)cc1,-1,16,7,-4,-0.2,-3.1,2.5,3.0,/,-5,10
C[C@H]1CN=C(Nc2ccccc2)N1CCc1ccccc1,3,15,3,-1,0.0,-2.7,2.2,-0.7,104,-14,-28
COC(=O)COc1ccc(S(=O)(=O)N2CCCCC2)cc1[N+](=O)[O-],0,15,524,5,2.3,-3.2,3.7,0.6,97,4,-21
CCOc1ncccc1C(=O)OC(C)C(=O)Nc1ccc(N2CCOCC2)cc1 (stereo unspecified),-4,12,-5,-1,0.8,-3.2,-0.9,-0.3,106,1,2
O=C(COC(=O)/C=C/c1cccc(Cl)c1)Nc1ccc2[nH]c(=O)[nH]c2c1,-10,-8,-8,4,1.5,1.2,0.1,1.9,101,/,-5
CC1=N/C(=C\c2ccc([N+](=O)[O-])cc2)C(=O)N1c1cc(Cl)ccc1C,6,-11,-6,4,0.8,1.9,-1.6,0.4,93,-6,1
O=C(CSc1n[nH]c(=O)[nH]c1=O)Nc1ccc2c(c1)C(=O)c1ccccc1C2=O,-5,-15,67,3,-1.6,2.9,2.2,-0.8,91,1,-8
CC(C)CCn1c(=O)c2ccccc2n2c(CN(C)Cc3ccccc3)nnc12,-8,6,57,3,3.6,-1.1,0.8,-1.3,/,14,-11
O=C(NCc1ccccc1F)C1CCCN1C(=O)Nc1cccc(F)c1 (stereo unspecified),8,3,-7,-2,1.2,-0.6,-3.0,-0.8,101,-8,-21
O=C(COc1ccc(S(=O)(=O)NC2CCCC2)cc1)N1CCCCCC1,3,3,3,-1,-0.7,-0.5,2.2,0.8,102,-20,5
CC(=O)c1cnc(-c2cccc(Cl)c2)s1,6,15,263,3,5.3,-3.0,4.1,2.4,103,-17,-27
CCC(=O)c1ccccc1OCCCCn1cncn1,-7,20,5,-3,0.0,-4.2,-4.3,0.7,96,19,11
Cc1ccc(-c2noc(CN(C(=O)Cc3ccccc3)C(C)C)n2)cc1,-8,-3,6,5,-3.2,0.5,1.5,-4.0,/,-8,-21
O=C(c1ccccn1)c1conc1C(=O)c1ccc(Br)cc1,5,-42,75,2,3.7,9.6,0.2,0.2,99,10,-5
O=S(=O)(NC(=S)NC1CCCCC1)c1ccccc1,-14,23,-19,-1,0.5,-4.8,0.7,1.7,112,/,16

# Next section; the last 3 above are carried over.
SMILES,PKA-R1A activ,MOR-DOR inv ag,Mot1-301 SUMO,HTR5A ag ctr,AddAB inh,MOR-DOR ag,phage Ecoli inh,E coli growth,DSG3 Ab inh,PfHsp90 yeast 2,HTR5A inv ctr
Cc1ccc(-c2noc(CN(C(=O)Cc3ccccc3)C(C)C)n2)cc1,-8,-3,6,5,-3.2,0.5,1.5,-4.0,/,-8,-21
O=C(c1ccccn1)c1conc1C(=O)c1ccc(Br)cc1,5,-42,75,2,3.7,9.6,0.2,0.2,99,10,-5
O=S(=O)(NC(=S)NC1CCCCC1)c1ccccc1,-14,23,-19,-1,0.5,-4.8,0.7,1.7,112,/,16
COc1ccc(CNc2nc(-c3ccccc3)nn2C(=O)c2ccc([N+](=O)[O-])cc2)cc1,-14,14,17,0,1.9,-2.8,4.1,-1.2,100,18,1
CN(C)c1ccc(C(CNS(=O)(=O)c2ccc([N+](=O)[O-])cc2)N2CCOCC2)cc1 (stereo unspecified),8,-5,575*,0,1.5,0.8,2.7,1.2,96,-24,4
CNC(=O)[C@H]1O[C@@H](n2cnc3c(NCc4cccc(I)c4)ncnc32)[C@H](O)[C@@H]1O,7,1,5,-3,1.9,-0.1,3.0,0.0,123,9,-7
COc1ccccc1NC(=O)c1ccc2nc(-c3ccccc3)c(-c3ccccc3)nc2c1,1,14,/,-7,1.0,-2.6,4.7,-2.9,99,15,17
COc1ccc(-c2n[nH]c3c2CN(C(=O)c2ccc(OC)c(OC)c2)CC3)cc1,-6,16,9,2,2.4,-3.1,3.5,1.5,101,-6,-10
Cc1ccc(NC(=O)C(=O)NCC2CCCN2S(=O)(=O)c2cccs2)c(C)c1 (stereo unspecified),-9,15,-8,0,2.0,-2.9,5.0,0.2,106,/,0
CCCc1[nH]nc2c1C(c1cccc(OC(=O)c3ccco3)c1)C(C#N)=C(N)O2 (stereo unspecified),2,-1,-10,4,-2.0,0.2,0.3,0.4,100,-1,-11
C/C(=N\NC(=O)c1c(C)nc2ccccn12)c1ccc(O)cc1O,-7,1,-12,-4,-0.3,-0.1,0.9,0.2,112,0,10
CCCNC(=O)c1ccc2c(=O)c(O)c(-c3ccc(Cl)c([N+](=O)[O-])c3)[nH]c2c1,-9,3,-10,0,14*,-0.5,16*,11*,103,-25,-15
CCOc1ccc(OCC)c(NC(=O)CN(c2ccc(C)cc2)S(=O)(=O)c2c(C)noc2C)c1,0,-23,-9,-2,-1.5,4.1,1.0,-1.2,99,-16,6
CCOC(=O)c1c(C)[nH]c(C(=O)OCC(=O)N2CCCC2=O)c1C,-9,18,-8,-3,-0.3,-3.7,-1.0,0.4,109,-21,8
CCn1ccnc1CN1CCN(CCC(C)C)C(CCO)C1 (stereo unspecified),-18,10,-15,5,1.5,-1.9,4.7,1.2,104,-18,-29
